Compound activity (PubChem)
TIM10 inh – growth inhibitors of TIM10 yeast strain; S. cerevisiae TIM10 strain growth, BacTiter-Glo luminescence, 24 h; inhibition, % at 10 µM; 330,000 tested, 1.4% active;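 active = inhibition of 40% or more at the single tested concentration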;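 also: wild-type TIM10 isogenic control strain grown at permissive 25 °C; 0% = DMSO yeast wells and 100% = minimal medium wells without yeast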
mIAP block – blocks mouse intestinal alkaline phosphatase; 330,000 tested, 0.2% active; purified mouse IAP, CDP-Star luminescence, 30 min; inhibition, % at 10 µM;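 active = inhibition of at least 40% at 10 µM in the primary screen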;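 also: plate controls were DMSO with enzyme for no effect and no enzyme wells for full effect; values of inactives mirror those of a sister screen read the other way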
NALP3 yeast inh – blocks the NALP3 inflammasome reconstituted in yeast. Yeast reconstituted NLRP3/ASC/caspase-1, beta-gal luminescence, 24 h. inhibition, % at 10 µM. 330,000 tested, 0.39% active. AID 2825;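 active = inhibition of 50% or more; inactive = inhibition below 50%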;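 also: plate controls were induced DMSO wells for no effect and uninduced yeast grown without galactose for full effect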
ATG4B inhibitor – blocks human ATG4B protease cleavage of LC3 substrate | Q9Y4P1 | ATG4B cleavage of LC3-PLA2, NBD-HPC fluorescence, 1 h | inhibition, % at 8.33 µM | 340,000 tested, 0.51% active | AID 504462; in the data active = inhibition above about 40%
tim10-1 inh – growth inhibitors of tim10-1 mutant yeast; S. cerevisiae tim10-1 ts strain growth, BacTiter-Glo, 24 h; inhibition, % at 20 µM; 330,000 tested, 2.2% active; AID 463190;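 active = inhibition of at least 40%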;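 also: mutant grown at 25 °C; 0% = DMSO wells with yeast and 100% = wells holding no yeast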
mIAP activ – mouse IAP activation | activation factor at 10 µM | AID 2805 | 330,000 tested, 0.24% active | muIAP, CDP-Star luminescence, 30 min; hits give high values; 1 = vehicle-only enzyme signal, 0 = enzyme-free wells;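 active = activation factor of at least 2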; also: the source names both 10 and 20 µM as test concentration; values of inactives mirror those of a sister screen read the other way
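Assay system: mouse IAP enzyme / Compound: DMSO-dissolved test compounds / Timing: 30 min, room temperature / Measured by: luminescence from enzymatic CDP-Star hydrolysis / Control set: DMSO-only wells, enzyme-free buffer wells as negative control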
Apaf1 inhib – blocks human Apaf-1 apoptosome activity; O14727; reconstituted apoptosome caspase-3 activity, DEVD-Rh110 fluorescence; inhibition, % at 20 µM; 330,000 tested, 0.71% active; AID 489030; active = inhibition of at least 40% at 20 µM;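 also: plate controls were DMSO wells for no effect and DEVD-CHO caspase inhibitor wells for full effect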
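Medium: Hepes buffer, pH 7.5 / System: biochemical Apaf-1 apoptosome reconstitution / Measured by: Rh110 fluorescence, excitation 480 nm, emission 540 nm / Times: compound with Apaf-1, dATP, procaspase-3 30 min, then 50 min reaction, room temperature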
hIAP inh – human IAP inhibition; purified IAP, CDP-Star luminescence, 30 min; 330,000 tested, 0.12% active; inhibition, % at 10 µM; AID 2544;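 active = inhibition reaching a set limit with compound at 10 µM in the primary screen, cut at about 35% in these data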;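 also: plate controls were DMSO wells with enzyme for no effect and no-enzyme buffer wells for full effect; values of inactives mirror those of a sister screen read the other way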
hIAP activ – increases human intestinal alkaline phosphatase activity; purified human IAP, CDP-Star luminescence, 30 min; hits give high values; 1 = vehicle-only enzyme, 0 = enzyme-free background; activation factor at 10 µM; 330,000 tested, 0.16% active; AID 2524;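 active = activation factor of the enzyme at least 2-fold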; also: the source names both 10 and 20 µM as test concentration; values of inactives mirror those of a sister screen read the other way
An asterisk follows results filed as active. Rows are unselected. Share with any hit: about 4.5%.

Values run as follows: TIM10 inh	mIAP block	NALP3 yeast inh	ATG4B inhibitor	tim10-1 inh	mIAP activ	Apaf1 inhib	hIAP inh	hIAP activ
- Cc1ccccc1C=Nc1ccccc1C(N)=O
 : 3	-9	-3	1	11	1.1	4	7	0.93
- Cc1nc(Cc2nnc(SC(C)C(=O)Nc3cccc(C#N)c3)o2)cs1 (stereo not given)
 : -8	1	6	0	2	0.99	3	-39	1.4
- CC1(C)OC(=O)N(CCc2ccccc2)C1(C)O (stereo not given)
 : 0	0	2	-7	6	1	-7	6	0.94
- O=[N+]([O-])c1ccc(S(=O)(=O)N/N=C/c2cccs2)cc1
 : 6	-1	-2	1	-1	1	11	5	0.95
- O=C(Nc1c(-c2cccs2)nc2ccccn12)c1ccccc1F
 : 12	0	13	-3	20	1	-4	6	0.94
- CC(C)(C)C(=O)Nc1ccc(NC(=O)c2ccco2)nc1
 : 13	0	16	-1	11	1	10	6	0.94
- COC(=O)C(Cc1ccccc1)NC(=O)CNS(=O)(=O)c1ccc(Br)cc1 (stereo not given)
 : 12	-3	8	1	6	1	6	7	0.93
- CCOc1ccc(CN2CCN(Cc3ccon3)CC2CCO)cc1 (stereo not given)
 : -9	0	-9	-1	10	1	-3	6	0.94
- Cc1ccc(NS(=O)(=O)c2cc3c4c(c2)CC(=O)N4CCC3)cc1C
 : 3	10	17	-2	19	0.9	10	-2	1
- COc1ccc(Cc2nc(C(=O)Nc3ccc(OC)cc3)cs2)cc1
 : 24	8	27	-16	28	0.93	1	12	0.88
- O=C(COc1c(CO)cc(Br)cc1CO)NC1CCCc2ccccc21 (stereo not given)
 : -16	-2	2	0	8	1	-10	-8	1.1
- COCc1c(C(=O)NCCOc2ccc(Cl)cc2)oc2ccccc12
 : 14	4	18	8	15	0.96	14	17	0.83
- COCCn1c(C)c(C(=O)O)sc1=S
 : 0	3	21	2	6	0.97	37	-3	1
- O=c1cc(-c2ccccc2)cc(-c2ccccc2)n1O
 : 17	5	5	2	47*	0.95	7	0	1
- O=C(N/C(=C/c1ccc(Cl)cc1)c1nc2ccccc2[nH]1)c1ccco1
 : 3	7	24	-2	5	0.93	-14	-3	1
- CC(=O)OCCCNc1cc(SCc2ccco2)c2nonc2c1[N+](=O)[O-]
 : -10	50*	22	-2	4	0.5	74*	-4	1
- CC(C)(C)OC(=O)CNC(=O)c1[nH]cnc1C(=O)NC1CCN(C(=O)OC(C)(C)C)CC1
 : 6	2	-1	-7	-6	0.97	7	-28	1.3
- C/C=C(/C)C(=O)O[C@@H]1c2c(ccc3ccc(=O)oc23)O[C@@H]1C(C)(C)OC(=O)/C(C)=C\C
 : 8	6	20	-9	22	0.94	16	-22	1.2
- CS(=O)(=O)c1ccc(Cl)c(NC(=O)Nc2ccccc2)c1
 : -9	-30	15	-4	0	1.3	-3	-14	1.1
- COc1ccc(OC)c(C2c3[nH]c4ccccc4c3C[C@H]3C(=O)N(C4CC4)CC(=O)N23)c1 (stereo not given in full)
 : 9	-14	5	-6	10	1.1	2	-7	1.1

Complete entries, quoted from the list. Order of screens: TIM10 inh	mIAP block	NALP3 yeast inh	ATG4B inhibitor	tim10-1 inh	mIAP activ	Apaf1 inhib	hIAP inh	hIAP activ
CC(=O)OCCCNc1cc(SCc2ccco2)c2nonc2c1[N+](=O)[O-] is listed with -10	50*	22	-2	4	0.5	74*	-4	1
Cc1ccccc1C=Nc1ccccc1C(N)=O is listed with 3	-9	-3	1	11	1.1	4	7	0.93
COCc1c(C(=O)NCCOc2ccc(Cl)cc2)oc2ccccc12 is listed with 14	4	18	8	15	0.96	14	17	0.83
Cc1nc(Cc2nnc(SC(C)C(=O)Nc3cccc(C#N)c3)o2)cs1 (stereo not given) is listed with -8	1	6	0	2	0.99	3	-39	1.4

Next entries follow:
Values run as follows: TIM10 inh	mIAP block	NALP3 yeast inh	ATG4B inhibitor	tim10-1 inh	mIAP activ	Apaf1 inhib	hIAP inh	hIAP activ
- CC1=NN(c2ccc(N)cc2)C(=O)C1
 : 7	-5	8	-2	9	1	53*	-11	1.1
- Cc1nn(CC(=O)NCC2CCCO2)c(C)c1[N+](=O)[O-] (stereo not given)
 : 1	-2	14	-9	5	1	0	-9	1.1
- CCCC(=O)NCCSC
 : 3	5	4	-7	7	0.95	-7	0	0.99
- Cc1cc(C)cc(NC(=O)c2cc(S(=O)(=O)NCc3ccco3)ccc2F)c1
 : 39	1	9	-12	46*	0.99	8	26	0.74
- CCOc1cccc(-c2c(C(=O)N/N=C/c3sccc3C)nnn2-c2nonc2N)c1
 : 4	12	3	-9	21	0.88	11	28	0.72
- Cc1cccc(C(=O)Nc2ccc(NC(=O)c3ccccc3)cc2)c1
 : 7	-11	28	-1	-43	1.1	1	-6	1.1
- COc1ccc(S(=O)(=O)N2CCOC2CNC(=O)C(=O)NCc2ccco2)cc1C (stereo not given)
 : 5	-15	3	-8	10	1.1	9	2	0.98
- COc1ccccc1NC(=O)CSc1nnc(COc2ccc(Cl)cc2)o1
 : -15	1	19	-2	-10	0.99	10	10	0.9
- COc1cc(-c2nnc(-c3ccc(N4CCOCC4)cc3)o2)cc(OC)c1OC
 : 31	0	23	2	28	1	3	0	1
- CCOc1ccc(N(CC(=O)NC2CCCC2)C(=O)CSc2nnc(COc3ccccc3)o2)cc1
 : -7	-19	19	-9	2	1.2	6	3	0.97
- COc1ccc(/C=N/NC(=O)c2ccc(N)cc2)cc1Cn1cc([N+](=O)[O-])cn1
 : -6	9	-17	-10	8	0.91	-5	2	0.98
- O=C(Nc1cccc2ccccc12)N1CCN(c2ccccc2)CC1
 : -11	-6	23	3	-15	1.1	0	5	0.95
- CCc1cc(C(=O)N2CCCC(CO)(Cc3ccc(F)cc3)C2)n(C)n1 (stereo not given)
 : 6	1	12	-8	19	0.99	14	12	0.88
- CN(CC(=O)Nc1c(Cl)cccc1Cl)C(=O)CNC(=O)c1ccc2c(c1)OCO2
 : -4	-5	9	6	0	1	6	2	0.97
- C/C(=N\NC(=S)Nc1cccc(C)c1)c1cc2ccccc2o1
 : 37	1	25	-19	47*	0.99	13	-12	1.1
- COc1ccc(/C=C/C(=O)OCC(=O)NCCCc2ccccc2)cc1OC
 : 7	11	14	-8	13	0.89	5	11	0.89
- Nc1nc(-c2nc3ccccc3[nH]2)cs1
 : -1	11	10	-12	-12	0.89	0	-15	1.2
- COc1ccc(CCNC(=O)[C@@H](NC(=O)N2CC(=O)Nc3ccccc32)C(C)C)cc1OC
 : -3	4	11	1	18	0.96	0	13	0.87
- O=C(CC1(O)C(=O)N(Cc2cccc3ccccc23)c2ccccc21)c1cccnc1 (stereo not given)
 : 33	-1	19	-9	9	1	32	-19	1.2
- CCC(CO)NC(=O)c1ccccc1C(F)(F)F (stereo not given)
 : -20	3	3	0	-8	0.97	-27	5	0.95
- O=C(N/N=C/c1ccc(OC(F)F)cc1)c1cc[n+]([O-])cc1
 : 12	-4	12	3	-23	1	7	5	0.95
- CCCCN1C(=O)C(O)(c2ccccc2)c2cc(Br)ccc21 (stereo not given)
 : 16	-6	-6	-4	9	1.1	23	4	0.96
- CCOC(=O)N1CCN(C(=O)c2cn(CC(C)C)c(=O)c3c2c2ccccc2n3C)CC1
 : 11	-1	12	-10	17	1	-8	5	0.95
- CC(OC(=O)c1cccs1)C(=O)NC1CCCCC1C (stereo not given)
 : -14	4	3	-65	-5	0.96	-7	3	0.97
- COc1cccc(-n2c(SCC(=O)N3CCc4ccccc43)nnc2-c2c[nH]c3ccccc23)c1
 : -22	-24	5	-9	-9	1.2	12	-2	1
- COC(=O)c1cc(NS(=O)(=O)c2ccc(C)c3ccccc23)ccc1N1CCOCC1
 : 25	-9	-3	-5	16	1.1	-4	1	0.99
- CCCCOC(=O)c1ccc(NC(=O)CSc2nncn2C)cc1
 : -6	-9	5	0	10	1.1	12	10	0.9
- COC(=O)C[C@H]1c2cc(F)ccc2S(=O)(=O)N1Cc1ccccc1
 : 19	-4	20	6	11	1	-14	6	0.94
- CCOc1ccc(N(CC(=O)NCc2cccs2)S(=O)(=O)c2c(C)noc2C)cc1
 : 12	-2	7	-5	-3	1	2	12	0.88
- N#Cc1ccc(OCC(=O)NCC(c2cccs2)N2CCOCC2)cc1 (stereo not given)
 : 0	6	8	1	5	0.94	15	-23	1.2
- Clc1ccccc1Cn1nnc2c(Nc3ccccc3)ncnc21
 : 10	0	62*	35	10	1	-3	-2	1
- Cc1cc(C)nc(SCC(=O)NC2CCCCC2C)n1 (stereo not given)
 : 8	4	21	-1	-1	0.96	7	4	0.96
- Cc1ccc(S(=O)(=O)N2CCOCC2)cc1NC(=O)CSc1nnc(NC2CC2)s1
 : 5	6	20	-1	-17	0.94	2	14	0.86
- CCOC(=O)c1[nH]cnc1C(=O)Nc1cccc(N)n1
 : 3	-7	14	-9	-3	1.1	13	-13	1.1
- O=C(COc1ccc(S(=O)(=O)N2CCOCC2)cc1)NCc1ccccc1
 : 13	-1	3	-6	6	1	-2	0	1
- COc1ccc(NC2CCCN(C(=O)c3cccc(C)n3)C2)cc1OC (stereo not given)
 : -6	-14	6	-1	-2	1.1	1	3	0.97
- Nc1ccc(C23CC4CC(CC(C4)C2)C3)cc1
 : 42*	-6	24	3	15	1.1	20	-24	1.2
- O=C(CSCC(=O)OCC(=O)c1ccc(Br)cc1)Nc1cccc2ccccc12
 : 8	12	9	-11	24	0.88	23	5	0.95
- CN(CCC#N)C(=O)COC(=O)c1ccc(Cl)c(S(=O)(=O)N(C)c2ccccc2)c1
 : 0	-2	-5	-8	-8	1	7	-2	1
- CCC(=O)c1ccc(O)c(CC=C(C)C)c1
 : 13	0	13	-4	18	1	15	-3	1
- CCOC(=O)c1cn2nc(Oc3ccc(OC)cc3)ccc2n1
 : 1	6	26	-4	3	0.94	-8	-11	1.1
- COc1ccc(S(=O)(=O)NCc2ccncc2)cc1NC(=O)c1ccccc1
 : 5	0	0	-2	25	1	9	-30	1.3

Among those listed so far, two have a tert-butyl group:
Values run as follows: TIM10 inh	mIAP block	NALP3 yeast inh	ATG4B inhibitor	tim10-1 inh	mIAP activ	Apaf1 inhib	hIAP inh	hIAP activ
- CC(C)(C)C(=O)Nc1ccc(NC(=O)c2ccco2)nc1
 : 13	0	16	-1	11	1	10	6	0.94
- CC(C)(C)OC(=O)CNC(=O)c1[nH]cnc1C(=O)NC1CCN(C(=O)OC(C)(C)C)CC1
 : 6	2	-1	-7	-6	0.97	7	-28	1.3

An excerpt from above with just hIAP inh and NALP3 yeast inh:
mol	hIAP inh	NALP3 yeast inh
Clc1ccccc1Cn1nnc2c(Nc3ccccc3)ncnc21	-2	62*
COc1ccc(S(=O)(=O)NCc2ccncc2)cc1NC(=O)c1ccccc1	-30	0
